AHR act – human AHR activation | hit rate 2.5% among 320,000 | activation, % at 5 µM | AHR-responsive luciferase reporter cells, luminescence | AID 2796 | P35869; in the data active means activation above about 47%;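 further: 0% = vehicle wells and 100% = reference agonist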
PP1 inh – counter-screen for PP5 inhibitors: inhibitors of human PP1-alpha; inhibition, % at 6.7 µM; purified PP1alpha, OMFP fluorescence; P62136; hit rate 0.9% among 320,000;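 active means inhibition above the mean inhibition of all tested compounds plus 3 SD, computed separately for each screening campaign, cut at about 15% in these data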
Target sequence (P62136 whole entry, looked up): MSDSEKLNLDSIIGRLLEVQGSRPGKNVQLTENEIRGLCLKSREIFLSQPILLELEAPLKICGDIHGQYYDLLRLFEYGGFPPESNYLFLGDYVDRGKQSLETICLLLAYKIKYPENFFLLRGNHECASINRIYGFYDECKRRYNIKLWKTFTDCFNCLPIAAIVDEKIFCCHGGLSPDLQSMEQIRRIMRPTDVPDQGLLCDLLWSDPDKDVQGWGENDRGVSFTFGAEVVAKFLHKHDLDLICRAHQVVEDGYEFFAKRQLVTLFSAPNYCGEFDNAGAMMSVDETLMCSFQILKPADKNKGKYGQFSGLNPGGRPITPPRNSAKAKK
PAFAH2 FP inh – PAFAH2 (human) inhibition; recombinant PAFAH2, FP-rhodamine activity probe, fluorescence polarization; AID 492956; hit rate 0.99% among 340,000; inhibition, % at 3.39 µM;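 active means inhibition above the mean over all tested compounds plus 3 SD, cut at about 30% in these data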;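 further: inhibitors block probe labeling of enzyme so polarization drops; 0% = enzyme with DMSO and 100% = wells lacking PAFAH2 protein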
PP5 primary – inhibitors of human protein phosphatase 5 (PP5) | purified PP5c, OMFP substrate fluorescence | inhibition, % at 6.7 µM | hit rate 0.18% among 320,000 | AID 1987;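 active means inhibition above the campaign's mean inhibition across all tested compounds plus 3 SD, cut at about 9.5% in these data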;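 further: 0% = DMSO only and 100% = 100 µM cantharidin control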
TPT1 inhibitor – blocks Candida albicans tRNA 2'-phosphotransferase; recombinant caTPT1, FP RNA substrate dephosphorylation; inhibition, % at 5 µM; hit rate 0.81% among 300,000; AID 1962;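 active means inhibition above the mean of all tested compounds plus 3 SD, set per screening campaign, cut at about 24% in these data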;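 further: plate controls were DMSO alone for no effect and ferristatin control at 100 nM for full effect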
Fh CTSL1 inh – cathepsin L1 inhibition, PFM18AAP counter-screen. recombinant F. hepatica cathepsin L1, Z-Leu-Arg-MCA fluorescence. inhibition, % at 5.96 µM. hit rate 0.49% among 300,000;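 active means inhibition above the mean of all tested compounds plus 3 SD, set per screening campaign, cut at about 17% in these data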;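 further: 0% = plate median of test compound wells and 100% = 1 µM Z-Phe-Ala-diazomethylketone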
proCasp7 act – counter-screen: procaspase-7 (human) activation; hit rate 0.093% among 330,000; recombinant procaspase-7, Ac-DEVD-pNA absorbance 405 nm; D23A/D198A/D206A triple mutant, cannot self-cleave; scale: DMSO 0, 5 µM enzyme 100; AID 463210; activation, % at 8.5 µM;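 active means percent activation above the screen-wide mean plus 3 SD, cut at about 25% in these data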
Target sequence (P55210 whole entry D23A/D198A/D206A): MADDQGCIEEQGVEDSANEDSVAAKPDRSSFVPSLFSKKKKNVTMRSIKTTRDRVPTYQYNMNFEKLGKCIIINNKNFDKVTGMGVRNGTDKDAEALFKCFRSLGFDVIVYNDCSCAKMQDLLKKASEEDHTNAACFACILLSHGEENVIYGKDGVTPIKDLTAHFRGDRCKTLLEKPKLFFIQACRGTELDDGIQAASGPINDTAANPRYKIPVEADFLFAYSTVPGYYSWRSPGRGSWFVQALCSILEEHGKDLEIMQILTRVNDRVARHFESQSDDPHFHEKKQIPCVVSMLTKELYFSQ
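Detection: p-Nitroaniline absorbance at 405 nm, read at 0 and 120 min; system: Uncleavable procaspase-7 mutant enzyme; evaluation: % activation from two-timepoint absorbance difference, scaled to controls; times: 1 h enzyme–compound preincubation and 2 h substrate reaction, both 25 °C; buffer or medium: Zinc-free HEPES pH 7.4 with 300 mM NaCl, 0.01% Triton X-100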
proCasp3 act – activates human procaspase-3 | recombinant procaspase-3 D3A, Ac-DEVD-pNA absorbance 405 nm | hit rate 0.11% among 330,000 | P42574 | AID 463141 | activation, % at 8.5 µM;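 active means activation above the mean of all tested compounds plus 3 SD, cut at about 21% in these data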;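 further: 0% = DMSO alone and 100% = DMSO wells spiked with extra 5 µM PC-3 D3A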
Target sequence (P42574 whole entry D9A/D28A/D175A): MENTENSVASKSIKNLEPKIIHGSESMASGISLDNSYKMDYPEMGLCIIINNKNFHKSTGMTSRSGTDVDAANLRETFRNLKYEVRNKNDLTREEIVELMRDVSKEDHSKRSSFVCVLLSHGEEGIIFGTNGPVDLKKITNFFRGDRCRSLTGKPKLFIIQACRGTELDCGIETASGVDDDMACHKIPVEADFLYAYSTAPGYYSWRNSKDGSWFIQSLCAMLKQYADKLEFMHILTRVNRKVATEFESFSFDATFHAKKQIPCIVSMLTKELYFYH
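Compound: 8.5 µM single point, 0.8% DMSO / Material: Autoprocessing-dead procaspase-3 D3A mutant enzyme / Timing: 1 h preincubation plus 2 h reaction at 25 °C / Medium: Zinc-free HEPES/NaCl buffer with 0.01% Triton X-100 at pH 7.4 / Technique: 405 nm absorbance of p-nitroaniline, reads at 0 and 120 min / Repeats: one well per compound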
HCV core dimer – HCV core protein dimerization inhibition. TR-FRET GST/Flag-core106 dimerization, 1536-well. inhibition, % at 5 µM. hit rate 0.33% among 300,000. AID 1899;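 active means inhibition above the mean of all tested compounds plus 3 SD, set per screening campaign, cut at about 45% in these data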
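Assay system: tagged HCV core106 pair (GST and Flag); medium: KF-containing HEPES buffer, pH 7.45, DTT, CHAPS, BSA; also added: Eu donor and XL665 acceptor anti-tag antibodies; dosing: 5 µM single dose; timing: compound-protein-antibody incubation 4 h at 22.5 °C; signal: TR-FRET 671 and 617 nm emission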
Numbers without * were called inactive; / = no result given.

SMILES | Fh CTSL1 inh | AHR act | proCasp3 act | PP1 inh | proCasp7 act | HCV core dimer | PP5 primary | PAFAH2 FP inh | TPT1 inhibitor
CCn1c(CCNC(=O)c2cccs2)n[nH]c1=S | 3 | -1 | 4 | -1 | 0 | -7 | 2.9 | -4 | 0
Cc1ccc(C)c(C(=O)Cn2ncc(Cl)c(Cl)c2=O)c1 | -3 | 3 | -5 | -1 | 5 | -68 | 4.4 | 5 | 3
Cc1ccc(N(Cc2cc3ccc(C)cc3[nH]c2=O)C(=O)c2ccco2)c(C)c1 | 3 | -1 | 0 | 1 | 2 | 9 | 0.7 | 6 | -3
O=C(NCc1ccc(Cl)s1)C1CCC(=O)N(CCc2ccccn2)C1 (configuration not stated) | 2 | -1 | 6 | 3 | 10 | -4 | -2.6 | 6 | -6
O=C(Cn1nnc2ccccc21)NC1CCCCC1 | 1 | 5 | 3 | -3 | 2 | -2 | -0.5 | -6 | 1
Cc1ccc(C)c(NC(=S)N2CCCC2)c1 | -3 | 3 | 3 | -2 | -7 | -1 | 0.0 | 2 | 1
O=C(Cn1nc(C(=O)O)c2ccccc2c1=O)Nc1ccc(Cl)c(S(=O)(=O)N2CCOCC2)c1 | / | 0 | 5 | / | 3 | / | / | -8 | /
COc1nccc(C(F)(F)F)c1C(=O)NC(=O)Nc1ccccc1 | -3 | -1 | 10 | -1 | 7 | 4 | 1.0 | 1 | -4
CN(CC(=O)Nc1ccc(Cl)c(C(F)(F)F)c1)C(=O)c1cccs1 | 0 | -1 | 5 | -5 | 8 | -10 | 2.6 | -9 | -2
COCC1CCN(C(=O)c2cc(COc3ccc(OC)c4ccccc34)on2)C1 (configuration not stated) | -44 | 45 | -9 | 3 | -7 | -9 | 0.8 | -4 | 0
N/C(CCCN1CCCCC1)=N/O | 0 | 4 | 2 | 0 | 4 | 4 | -1.1 | 3 | 1
O=C(NCc1cccnc1)C(C(=O)c1ccc(F)cc1)n1ccccc1=O (configuration not stated) | -4 | -1 | -3 | -5 | -4 | 0 | -0.7 | 4 | -4
O=C(NC(=S)NNS(=O)(=O)c1ccccc1)c1ccccc1[N+](=O)[O-] | -1 | 2 | -6 | -2 | -6 | 1 | -1.0 | 4 | -1
COc1cccc(OCCn2cc(C(=O)c3ccco3)c3ccccc32)c1 | -2 | 12 | -10 | 7 | -4 | 13 | 4.5 | 7 | 4
Cc1cc(C)n2nc(C(=O)OCC(=O)N(CC(C)C)CC(C)C)nc2n1 | -3 | 1 | 14 | -3 | 0 | -1 | -0.4 | -5 | 2
O=C(CCNS(=O)(=O)c1ccc(F)c(Cl)c1)NCc1ccccc1F | / | -1 | 7 | / | 6 | / | / | 8 | /
O=C(Nc1ccc(OCC(=O)N2CCN(S(=O)(=O)c3ccccc3)CC2)cc1)c1ccco1 | 2 | -1 | 2 | -1 | 2 | 3 | 2.3 | -2 | -1
COc1ccc(OC)c(C2/C(=C(\O)c3ccc(OC)c(Cl)c3)C(=O)C(=O)N2CCN(C)C)c1 (configuration not stated) | 1 | 3 | -11 | 5 | -5 | -5 | 0.0 | 4 | -3
Cc1cnc(CNC(=O)c2ccc3oc(Cc4ccc(Cl)cc4)nc3c2)cn1 | 2 | 8 | 2 | 4 | -11 | -12 | 2.5 | 23 | 0
NS(=O)(=O)c1cccc(NC(=O)COC(=O)Cc2ccc(Cl)cc2)c1 | -9 | -1 | 1 | 4 | 3 | 0 | 2.1 | 2 | 3

Continuation:
SMILES | Fh CTSL1 inh | AHR act | proCasp3 act | PP1 inh | proCasp7 act | HCV core dimer | PP5 primary | PAFAH2 FP inh | TPT1 inhibitor
CN(Cc1ccc2c(c1)OCCO2)C(=O)CSc1ncnc2sccc12 | / | 7 | 5 | / | 2 | / | / | 0 | /
CCc1ccccc1NC(=O)CSc1nnc(-c2ccco2)n1N | -1 | 5 | 1 | 0 | 6 | -5 | -1.3 | -1 | -1
CCOc1ccccc1-n1c(SCC(=O)NC(C)CC)nnc1-c1ccoc1C (configuration not stated) | -1 | 0 | 0 | 0 | 10 | -5 | -0.1 | 12 | 3
Cn1c(=O)c(C(=S)NC(=O)C2CC2)c(N)n(Cc2ccccc2)c1=O | 2 | 2 | 7 | 10 | 4 | 1 | 0.8 | / | -1
O=C(NCC(=O)N(Cc1ccccc1)C(C(=O)NC1CCCC1)c1ccco1)c1ccco1 (configuration not stated) | -2 | -1 | 6 | -4 | 12 | -3 | -0.4 | 10 | -3
COc1ccc(NC2CCCN(C(=O)c3cccc(C)n3)C2)cc1OC (configuration not stated) | 1 | 12 | -16 | -4 | -23 | -13 | 1.6 | 3 | 0
Cc1ccc(S(=O)(=O)N2CCOCC2)cc1C(=O)NC1CCCCCC1 | 5 | 0 | 6 | -2 | 0 | -2 | 1.7 | 1 | 0
Cc1cc(N2C(=O)Cc3ccccc3C2=O)ccc1C(C)C | -2 | 3 | 1 | -2 | -3 | 7 | 2.9 | 5 | 1
Cc1cc(OCC(=O)N(Cc2ccco2)c2c(N)n(Cc3ccccc3)c(=O)[nH]c2=O)ccc1Cl | / | -1 | 5 | 1 | -9 | / | 2.5 | -6 | /
O=C(CN1C(=O)c2ccccc2C1=O)Nc1ccc(S(=O)(=O)NCC2CCCO2)cc1 (configuration not stated) | -2 | 1 | 8 | -3 | 2 | -5 | 1.0 | 10 | -5
OCC[C@@H]1C[C@H](O)[C@@H](O)[C@@]2(OCc3ccccc32)O1 | 2 | 0 | -2 | -4 | -13 | -3 | 0.4 | 7 | 4
COc1ccc2[nH]c(=O)c(C(=O)O)cc2c1 | -5 | 0 | 0 | 7 | 9 | -3 | -1.7 | 2 | -1
CC(C)CNC(=O)/C=C/C=C/CCCC/C=C/c1ccc2c(c1)OCO2 | / | 4 | 6 | -1 | 16 | / | 0.5 | 5 | /
C/C(CCc1oc2c(Br)cc(Br)cc2c1-c1ccc(C)o1)=N\O | 9 | 20 | 4 | 0 | -5 | 7 | 2.1 | -3 | 7
S=c1nc(-c2ccc(Br)cc2)[nH]c2ccccc12 | -4 | 39 | -1 | -4 | 5 | 35 | 1.6 | -4 | 3
O=c1c(CN2CCN(Cc3ccccc3F)C(CCO)C2)coc2ccccc12 (configuration not stated) | 0 | 1 | -1 | 2 | 4 | -9 | 2.6 | -3 | 1
O=C(COc1cc2oc(=O)c3c(c2cc1Cl)CCC3)N1C[C@H]2C[C@@H](C1)c1cccc(=O)n1C2 | 10 | 0 | 11 | -5 | -11 | 1 | 2.7 | 3 | 0
COc1cccc(CC2(CO)CCCN(S(=O)(=O)N(C)C)C2)c1 (configuration not stated) | 2 | 1 | 1 | -1 | 4 | -6 | -1.0 | -5 | -3
O=C(Nc1ccc(F)cc1)c1ccc(S(=O)(=O)NCC2CCCO2)cc1 (configuration not stated) | -2 | 1 | 5 | 0 | 4 | -5 | 2.2 | 3 | -1
COc1ccc(NC(=O)c2c[nH]c(=O)n(-c3ccc(C)c(C)c3)c2=O)cc1OC | 1 | 13 | 7 | 2 | 5 | 6 | 4.0 | 0 | 1

Next entries:
SMILES | Fh CTSL1 inh | AHR act | proCasp3 act | PP1 inh | proCasp7 act | HCV core dimer | PP5 primary | PAFAH2 FP inh | TPT1 inhibitor
CC(C)c1ccc(N)c(S(=O)(=O)O)c1 | -7 | -2 | -2 | -1 | 10 | -1 | -0.6 | 4 | -1
COC(=O)/C(NC(C)=O)=C(\C)c1ccc(Cl)cc1 | -2 | 0 | 1 | -4 | 0 | -5 | 0.2 | -3 | -1
CCN1CCN(C(=O)C2CC(=O)N(c3ccc(Cl)cc3)C2)CC1 (configuration not stated) | -3 | 0 | 5 | 0 | -8 | -7 | 0.8 | 3 | -3
CCOC(=O)C1CCN(C(=O)CN2C(=O)c3ccccc3S2(=O)=O)CC1 | 1 | 0 | -5 | -2 | 6 | 1 | 0.4 | -2 | -2
COc1cc(CC(=O)O)ccc1OCc1ccccc1 | 7 | 4 | -15 | -7 | -7 | -12 | 2.5 | -6 | 2
CN(CC(=O)Nc1ccc(N2CCOCC2)cc1)C(=O)CCNC(=O)c1ccccc1Cl | 3 | 7 | 4 | -2 | -4 | 0 | 0.4 | -3 | 3
COc1ccc(NC(=O)/C=C/c2cccc(C(F)(F)F)c2)cn1 | 0 | -10 | 1 | -4 | 6 | 4 | 4.5 | -7 | -3
Cc1ccc(C)c(NC(=O)CN(C)C(=O)C2CCCC2)c1 | / | 0 | 1 | -7 | -9 | / | 2.8 | 10 | /
COc1ccccc1C(=O)NCCCN1CCCC1=O | -1 | 0 | 8 | -4 | 8 | -2 | -0.5 | -6 | -1
CCOc1ccc2nc(COC(=O)c3cccs3)c(C(C)=O)[n+]([O-])c2c1 | -1 | 7 | -1 | -4 | -4 | 4 | 0.3 | 24 | -1
Cc1ccc(S(=O)(=O)N(C)C(=O)NC(=O)NS(=O)(=O)c2ccccc2)cc1 | -3 | -2 | 9 | 3 | 7 | -5 | 0.4 | -2 | 5
Cc1[nH]c2ccccc2c1C(=O)NS(=O)(=O)Nc1ccccc1 | -5 | 2 | -3 | -3 | 11 | 1 | 0.7 | 1 | -6
O=C(COC(=O)c1ccccn1)NC1CCCCC1 | -1 | 1 | -5 | 1 | -2 | -5 | 1.0 | 7 | -7
CC(C)C(C(=O)NCC1CCCO1)N(CC1CCCO1)C(=O)CNS(=O)(=O)c1ccccc1 (configuration not stated) | 2 | -1 | -2 | -4 | 3 | -19 | 0.1 | 7 | 1
O=C(COc1ccc(Cl)cc1Cl)NCCCN1CCOCC1 | 4 | -1 | -2 | -2 | 6 | -7 | 1.7 | 4 | 0
CN1CCN(C(=O)/C(=C\c2ccccc2)c2ccccc2)CC1 | -2 | 1 | 3 | 1 | -8 | -2 | 0.9 | -4 | -3
O=C(NCCS(=O)(=O)N1CCN(c2ccccc2F)CC1)c1c(F)cccc1F | -3 | -1 | -1 | -6 | 1 | 3 | -1.1 | -3 | 0
O=C(NCC1COc2ccccc2O1)C1C2C=CC3(CN(Cc4ccccc4Cl)C(=O)C13)O2 (configuration not stated) | 1 | -1 | 5 | 2 | 6 | 11 | -0.8 | -12 | -1
Cc1ccc(NC(=O)COC(=O)CN2C(=O)COc3ccccc32)cc1 | -2 | 3 | -2 | -2 | -4 | -7 | 3.8 | 6 | 3

Fetched by compound from above:
SMILES | Fh CTSL1 inh | AHR act | proCasp3 act | PP1 inh | proCasp7 act | HCV core dimer | PP5 primary | PAFAH2 FP inh | TPT1 inhibitor
CCN1CCN(C(=O)C2CC(=O)N(c3ccc(Cl)cc3)C2)CC1 (configuration not stated) | -3 | 0 | 5 | 0 | -8 | -7 | 0.8 | 3 | -3
CCOC(=O)C1CCN(C(=O)CN2C(=O)c3ccccc3S2(=O)=O)CC1 | 1 | 0 | -5 | -2 | 6 | 1 | 0.4 | -2 | -2
CN(CC(=O)Nc1ccc(N2CCOCC2)cc1)C(=O)CCNC(=O)c1ccccc1Cl | 3 | 7 | 4 | -2 | -4 | 0 | 0.4 | -3 | 3
